Assay outcomes as filed in PubChem.
CatB inh: human cathepsin B inhibitors, primary screen, biochemical, fluorogenic substrate. P07858. purified cathepsin B, fluorescence. inhibition, %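 (tested at 10 µM)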. actives 0.1% (n = 63,000). AID 453, 2006; in the data active = inhibition above about 21%;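 note: 0% = enzyme with no compound and 100% = no enzyme blank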
FXIa mix inh: FXIa protease inhibitors in compound pools, primary screen, biochemical, 10-compound mixtures; purified FXIa, fluorogenic substrate, pooled mixtures; inhibition, % at 5 µM; actives 0.19% (n = 62,000); AID 680, 2007;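 note: each value is inhibition by a whole ten-compound pool holding the compound; 0% = enzyme with no mixture and 100% = wells lacking enzyme; strong numbers were not always called active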
Cathepsin G inh: human cathepsin G inhibitors, primary screen, biochemical, pooled compound mixtures, AMC fluorescence; purified enzyme, AMC-tetrapeptide fluorescence; inhibition, % at 5 µM (by protocol); actives 0.2% (n = 62,000);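 active = inhibition above 20% in each of the two mixture wells holding the compound; inactive = inhibition of 20% or less in either well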;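 note: 0% = enzyme control without mixture and 100% = blank lacking enzyme; strong numbers were not always called active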
Target sequence (P08311 21-244 limits assumed): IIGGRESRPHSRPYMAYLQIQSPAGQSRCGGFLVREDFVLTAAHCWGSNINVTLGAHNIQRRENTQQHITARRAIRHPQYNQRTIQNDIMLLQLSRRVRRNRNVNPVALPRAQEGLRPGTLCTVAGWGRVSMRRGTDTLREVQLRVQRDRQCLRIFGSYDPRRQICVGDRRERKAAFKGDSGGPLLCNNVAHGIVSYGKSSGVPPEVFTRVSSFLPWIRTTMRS
CatS inh: inhibitors of human cathepsin S, biochemical, compound mixtures; P25774; recombinant cathepsin S, AMC dipeptide fluorescence, pooled mixtures; inhibition, %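 (tested at 5 µM per compound within 10-compound mixtures)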; actives 0.06% (n = 62,000); AID 501, 2006; in the data active = inhibition above about 32%, passing the limit was not always enough; inconclusive = no clear call, values can overlap the other calls;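 note: 0% = enzyme without compound and 100% = blank without enzyme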
Target sequence (P25774 115-331 limits assumed): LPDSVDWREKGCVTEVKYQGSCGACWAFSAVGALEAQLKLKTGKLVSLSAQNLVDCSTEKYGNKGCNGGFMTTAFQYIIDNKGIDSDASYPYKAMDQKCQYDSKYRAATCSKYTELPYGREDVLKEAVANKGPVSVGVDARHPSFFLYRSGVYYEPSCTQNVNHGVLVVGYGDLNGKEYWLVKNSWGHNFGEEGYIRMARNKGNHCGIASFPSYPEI
CatL inh: inhibitors of human cathepsin L, biochemical | Procathepsin L (Homo sapiens), P07711 | purified cathepsin L, fluorogenic substrate, fluorescence | inhibition, %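 (tested at 10 µM)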 | actives 0.17% (n = 58,000); in the data active = inhibition above about 45%;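 note: 0% = enzyme with no compound and 100% = no enzyme blank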
Target sequence (P07711 114-288 limits assumed): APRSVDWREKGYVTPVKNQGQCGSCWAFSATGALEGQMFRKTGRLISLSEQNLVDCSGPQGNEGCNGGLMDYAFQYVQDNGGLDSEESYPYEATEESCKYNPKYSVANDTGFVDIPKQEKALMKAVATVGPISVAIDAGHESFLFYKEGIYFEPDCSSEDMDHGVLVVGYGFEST
Target sequence (P07711 292-333 limits assumed): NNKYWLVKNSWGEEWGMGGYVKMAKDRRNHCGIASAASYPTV
CatB mix inh: cathepsin B inhibitors from pooled compounds, primary screen, biochemical, compound mixtures, AMC fluorescence. Purified cathepsin B, AMC dipeptide fluorescence. inhibition, %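 (ten-compound pools at 5 µM per compound and 50 µM total)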. P07858. actives 0.06% (n = 62,000); in the data active = inhibition above about 22%, passing the limit was not always enough; inconclusive = no clear call, values can overlap the other calls;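 note: 0% = enzyme without compound and 100% = no enzyme blank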
FXIIa inh mix: human factor XIIa inhibitors, primary screen, biochemical, pooled compound mixtures, fluorogenic substrate | Coagulation factor XII (Homo sapiens), P00748 | purified FXIIa | inhibition, % at 5 µM | actives 0.2% (n = 62,000);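 note: 0% = enzyme without compound and 100% = no enzyme blank; some results filed as inactive read as strong as hits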
C1s inh: complement C1s protease inhibitors, primary screen, biochemical, 10-compound mixtures; purified C1s, fluorogenic AMC substrate, pooled mixtures; mean inhibition % of two 10-compound mixtures (hits give high values), % at 5 µM (by protocol); actives 0.16% (n = 62,000); AID 538, 2006;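 active = inhibition above 20% in each of the two 10-compound mixture wells holding the compound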;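 note: 0% = enzyme wells lacking compound mixture and 100% = no-enzyme blank wells; some compounds called inactive have numbers as strong as hits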
AP complement: alternative complement pathway inhibitors, primary screen, biochemical, ELISA, human serum, orthogonally pooled compounds. LPS-coated ELISA, C3 deposition; tested in compound mixtures. inhibition, % at 5 µM. AID 1235, 2008. actives 0.08% (n = 62,000);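 active = inhibition above 30% in each of the two pooled mixtures holding the compound, so the lower value exceeds 30%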;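 note: 0% = serum in Mg-EGTA without compound and 100% = EDTA serum blank; some compounds past the cut are filed as inactive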
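Medium: diluted human serum in Mg2+-EGTA GVB++. Assay system: human serum complement alternative pathway, C3 deposition onto LPS. Also added: Plate-bound LPS. Technique: Anti-C3 ELISA, OD 450 nm. Measure: percent inhibition. Incubation: 1 h at 37 °C. Dosing: 5 µM each compound, pools of ten, 50 µM per pool.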
Numbers without * were called inactive; ? = inconclusive; . = no result given. Cut-off read from the data, not from the text of the source, unless noted: active = inhibition above about 20% (passing the limit was not always enough); inactive = the rest. Not all compounds are listed. The share of hits here may be higher or lower than overall.

The opening 2 compounds, ahead of the listing:
item	canonical_smiles	Cathepsin G inh	AP complement	FXIIa inh mix	FXIa mix inh	C1s inh	CatB inh	CatL inh	CatS inh	CatB mix inh
1	O=C(CC1Sc2ccccc2NC1=O)OCC(=O)N1CCc2ccccc21 (centres undefined)	-3.6	5.6	-23.0	11.9	-50.0	2.9	28.3	7.1	-5.4
2	O=S(=O)(c1cccs1)N1CCN(C/C=C/c2ccccc2)CC1	8.7	-2.2	7.9	5.7	-0.2	-0.4	4.1	1.8	2.7

All compounds of this part (from the top)
item	canonical_smiles	Cathepsin G inh	AP complement	FXIIa inh mix	FXIa mix inh	C1s inh	CatB inh	CatL inh	CatS inh	CatB mix inh
1	O=C(CC1Sc2ccccc2NC1=O)OCC(=O)N1CCc2ccccc21 (centres undefined)	-3.6	5.6	-23.0	11.9	-50.0	2.9	28.3	7.1	-5.4
2	O=S(=O)(c1cccs1)N1CCN(C/C=C/c2ccccc2)CC1	8.7	-2.2	7.9	5.7	-0.2	-0.4	4.1	1.8	2.7
3	O=C(COC(=O)C1(c2ccccc2F)CCCC1)N1CCN(C(=O)c2ccco2)CC1	2.0	10.7	1.6	-12.4	-96.9	2.5	-2.0	-3.3	-1.5
4	CCc1ccc2[nH]c(=O)c(CN(CCCN3CCOCC3)C(=O)Nc3ccc(F)cc3)cc2c1	-15.7	11.6	-21.7	-34.7	-190.0	3.6	-3.7	-19.7	-2.8
5	COCCn1c(SCC(=O)Nc2ncc(Cl)c(C)c2Cl)nc2ccccc21	0.1	16.6	-13.9	6.3	-30.1	-6.1	5.0	-1.6	5.5
6	CCOC(=O)c1ccccc1NC(=O)CN1CCC(n2nnc3cc(F)ccc32)CC1	3.4	-13.0	-2.4	-3.9	-43.3	2.9	7.2	5.1	2.8
7	CC(=O)Nc1cc2c(cc1NC(=O)c1cnccn1)OCCO2	0.3	12.7	4.8	5.2	2.1	-3.9	-11.2	-1.0	4.3
8	COc1ccc(-n2cnnc2)cc1	-0.8	7.4	-1.0	6.2	-28.1	-0.8	.	6.6	5.0
9	COc1ccc(CC(NC(C)=O)C(=O)NC2CCN(C(=O)NCc3ccccc3)CC2)cc1OC (centres undefined)	-6.8	-4.5	6.5	4.8	-4.0	-1.3	-6.4	2.8	1.0
10	O=C(Cc1cccs1)Nc1nc(-c2ccccc2)cs1	-2.2	0.6	4.5	3.1	-0.2	0.7	.	4.9	-2.4
11	COc1ccc(CC(=O)Nc2nc3n(n2)C(c2ccccc2)CC(=O)N3)cc1OC (centres undefined)	-0.6	10.9	1.1	4.2	-12.1	-1.5	-1.9	-0.8	6.8
12	CCOc1ccc(C(C#N)N2CCOCC2)cc1OC (centres undefined)	1.1	8.2	-38.6	4.9	-28.2	-4.0	-1.6	1.8	6.2
13	Nc1nc2sc3c(c2c(=O)s1)CCCC3	3.4	3.9	5.1	3.6	-11.1	-2.3	2.4	20.0	-0.5
14	O=C1c2oc3ccccc3c(=O)c2C(c2cccc(Br)c2)N1Cc1ccco1 (centres undefined)	0.9	12.9	-17.7	6.5	-22.2	4.4	.	1.3	-1.3
15	CN1CCN(S(=O)(=O)c2ccc(=O)[nH]c2)CC1	-1.5	1.7	-12.0	4.9	-5.6	1.9	4.2	15.6	-0.2
16	Cc1nn(Cc2ccc(Cl)c(Cl)c2)c(C)c1NC(=O)c1cc(-c2ccco2)on1	12.6	7.9	5.9	17.7	17.4	3.4	-2.7	20.2	2.0
17	Cc1cccc(NC(=O)c2sc(NC(=O)c3ccco3)c(C#N)c2C)c1C	5.0	2.4	10.3	4.3	-14.5	5.0	17.5	-1.9	-0.4
18	CCCOC(=O)NC(CC)COC(=O)Nc1cc(C)ccc1C (centres undefined)	-2.0	6.0	7.0	3.6	-31.4	-8.5	2.4	1.2	2.5
19	CC(=O)Oc1ccccc1N1C(=O)c2ccc(C(=O)O)cc2C1=O	9.4	9.9	-11.9	3.2	12.4	2.0	12.8	6.9	1.6
20	CCCc1[nH]nc2c1C1(C(=O)N(C(C)C)c3ccccc31)C(C#N)=C(N)O2 (centres undefined)	7.4	6.9	5.2	-2.7	2.2	2.1	4.8	-2.3	-0.5
21	CCCN(CCC)C(=O)CC(c1ccc(F)cc1)c1ccco1 (centres undefined)	-12.0	-8.3	-13.6	4.4	1.1	1.9	27.6	17.3	1.7
22	COc1ccc(-c2nc3n(n2)C(c2ccncc2)C(C(N)=O)=C(C)N3)cc1 (centres undefined)	-0.9	10.1	10.6	3.2	0.7	-5.6	7.4	13.7	7.0
23	CCN(CC)CCNC(=O)CCc1nn(C)c(=O)c2ccccc12	2.5	6.6	2.9	6.5	1.3	2.1	23.7	-1.1	-1.1
24	Brc1[nH]nc2ccccc12	-4.7	9.9	0.4	1.9	-9.8	7.5	-1.0	14.3	7.8
25	CC(C)(O)c1nnn(-c2ccccc2)c1C(F)(F)F	-2.9	12.4	3.0	3.8	-4.7	0.3	25.3	3.6	-1.2
26	Cc1c(C(=O)N2CCN(C)CC2)oc2c1C(=O)CC(C)(C)C2	-4.1	-0.7	-0.4	3.3	-28.6	5.5	-3.0	7.3	3.9
27	O=C(CN1CCc2ccccc21)Nc1ccc2c(c1)OCO2	8.2	-11.1	2.1	5.2	8.5	5.0	9.1	-3.9	8.8
28	CCC(C)N1C(=O)c2ccccc2C1C(=O)NC1CCCCCC1 (centres undefined)	-2.5	19.7	-14.4	2.1	1.0	0.3	1.2	-4.8	1.8
29	COc1ccccc1NC(=O)CSc1nnc(C2CCCCC2)o1	0.3	1.9	3.2	6.9	-12.4	3.0	-1.6	15.7	0.1
30	CCN(CC(=O)NC1CCS(=O)(=O)C1)C(=O)C(c1ccccc1)c1ccccc1 (centres undefined)	6.9	-7.9	8.7	1.1	10.0	-1.9	3.7	15.9	4.0

Fetched by compound from above (five):
item	canonical_smiles	Cathepsin G inh	AP complement	FXIIa inh mix	FXIa mix inh	C1s inh	CatB inh	CatL inh	CatS inh	CatB mix inh
10	O=C(Cc1cccs1)Nc1nc(-c2ccccc2)cs1	-2.2	0.6	4.5	3.1	-0.2	0.7	.	4.9	-2.4
3	O=C(COC(=O)C1(c2ccccc2F)CCCC1)N1CCN(C(=O)c2ccco2)CC1	2.0	10.7	1.6	-12.4	-96.9	2.5	-2.0	-3.3	-1.5
12	CCOc1ccc(C(C#N)N2CCOCC2)cc1OC (centres undefined)	1.1	8.2	-38.6	4.9	-28.2	-4.0	-1.6	1.8	6.2
18	CCCOC(=O)NC(CC)COC(=O)Nc1cc(C)ccc1C (centres undefined)	-2.0	6.0	7.0	3.6	-31.4	-8.5	2.4	1.2	2.5
9	COc1ccc(CC(NC(C)=O)C(=O)NC2CCN(C(=O)NCc3ccccc3)CC2)cc1OC (centres undefined)	-6.8	-4.5	6.5	4.8	-4.0	-1.3	-6.4	2.8	1.0

Next section
item	canonical_smiles	Cathepsin G inh	AP complement	FXIIa inh mix	FXIa mix inh	C1s inh	CatB inh	CatL inh	CatS inh	CatB mix inh
31	CCCNC(=O)CC(NS(=O)(=O)c1ccc(Cl)cc1)c1ccco1 (centres undefined)	8.8	10.2	4.3	-4.9	-9.0	1.9	13.7	0.6	1.8
32	CCOC(=O)C(C)Sc1nnc(Cc2cc(=O)[nH]c(=O)[nH]2)n1-c1cccc(OC)c1 (centres undefined)	7.3	17.4	12.3	-1.6	54.1	-1.4	.	-2.8	3.2
33	N=C1C(c2nc3ccccc3c(=O)[nH]2)=C(O)CN1CCO	10.5	5.6	3.8	5.5	7.2	3.9	.	13.1	6.2
34	COc1ccc(N(CC(=O)NCCSc2ccccn2)S(C)(=O)=O)cc1Cl	9.6	6.9	3.9	5.2	13.3	4.0	16.0	4.5	-1.2
35	COc1cccc(C(CC(=O)NCC2CCCO2)NS(=O)(=O)c2ccc(C)cc2)c1OC (centres undefined)	10.7	6.2	2.7	10.3	9.7	2.5	18.0	9.0	4.2
36	O=C(CCCn1c(=O)oc2ccccc21)N1CCc2ccccc2C1	-1.5	12.3	19.8	5.1	-37.0	-1.6	12.5	9.2	4.5
37	Cc1[nH]c2ccccc2c1C(=O)COC(=O)C1CCC(=O)N1 (centres undefined)	7.7	22.6	8.7	6.4	4.6	3.0	8.0	3.4	4.5
38	O=C(CN1CCC(n2nnc3cc(F)ccc32)CC1)NCc1ccco1	11.3	0.4	4.4	24.9	-3.5	4.5	13.0	15.7	2.1
39	CN(CC(=O)Nn1cnnc1)S(=O)(=O)c1cc(Cl)ccc1Cl	-1.4	11.6	2.9	3.2	1.9	-5.1	3.5	4.7	3.0
40	COc1ccc(Cl)cc1NC(=O)C1CCCO1 (centres undefined)	-0.2	-1.3	4.9	13.0	4.6	-1.0	-6.0	-6.8	2.7
41	O=C1c2ccccc2NC(c2ccncc2)N1c1ccccn1 (centres undefined)	-13.1	-4.1	-21.2	-14.9	-54.8	-3.8	-309.6	-6.5	-7.9
42	COc1cccc(CN2CCN(C(=O)c3ccco3)CC2)c1OC	-38.5	2.8	-18.7	-65.4	-62.9	1.4	-2.4	-48.4	-25.3
43	CC(C)N(Cc1nc(-c2ccccc2)no1)C(=O)c1ccc2c(c1)OCO2	7.2	13.3	11.1	7.0	-1.7	1.7	8.1	13.1	1.6
44	Cc1ccc(N=C(c2cccs2)N2CCOCC2)cc1	8.9	3.5	5.9	5.6	12.6	5.6	6.5	?	8.3
45	Cc1cc(CN2C(=O)c3ccccc3C2=O)on1	-1.4	6.2	7.6	4.0	-5.3	7.7	6.0	9.8	4.8
46	Cc1cc(C)c2c(n1)nn1c(C)c(CCC(=O)NCc3ccco3)c(C)nc21	-6.9	14.0	-16.5	7.1	-51.9	-1.9	-20.7	-1.8	-2.6
47	CCOC(=O)c1c(NC(=O)c2ccoc2C)sc2c1CCC2	2.9	13.5	0.4	3.0	5.1	-8.0	-33.8	-2.8	3.4
48	CN(C)c1ccc(C(c2nnnn2CCOC(=O)Nc2ccc(Cl)cc2)N2CCOCC2)cc1 (centres undefined)	0.8	9.4	0.4	10.0	7.2	-0.6	.	-1.6	6.2
49	Cc1nn2c3ccccc3nc2n(C)c1=O	10.3	-4.3	8.3	12.1	11.1	7.0	15.5	13.0	2.1
50	CCSc1nnc(NC(=O)CN(C)S(=O)(=O)c2ccc(F)cc2)s1	8.3	14.7	0.1	2.6	-2.8	-0.3	-15.7	1.7	-3.8
51	Cc1nnc(SCC(=O)NCc2cccs2)n1-c1ccccc1	9.3	12.9	-2.9	7.4	56.6	-0.5	-10.3	-28.7	1.4
52	COC(=O)C(NC(=O)c1ccccc1)=C1C=C(C)OC(C)=C1	2.1	5.1	4.7	0.4	-2.8	-1.4	-3.1	3.7	0.3
53	O=C(c1csc2c1CCCC2)N1CCN(c2ncccn2)CC1	5.3	6.0	4.5	-6.8	-15.3	2.2	-4.3	1.5	-6.9
